EPAC2 ag: qHTS for Agonist of cAMP-regulated guanine nucleotide exchange factor 4 (EPAC2): primary screen; EPAC2 activation, biochemical qHTS; response scale: 100% = 6.5 mM cAMP response; 0.079% of 360,000 active; Rap guanine nucleotide exchange factor 4 (Homo sapiens), Q8WZA2; Potency, µM (top dose mostly 154 µM), for the others: at the highest dose activation, most hits filed as activators; also: potency is read from the fitted curve at half-maximal effect; nearly all actives have a fitted effect of over 50% in size
Target sequence (Q8WZA2 whole entry, looked up): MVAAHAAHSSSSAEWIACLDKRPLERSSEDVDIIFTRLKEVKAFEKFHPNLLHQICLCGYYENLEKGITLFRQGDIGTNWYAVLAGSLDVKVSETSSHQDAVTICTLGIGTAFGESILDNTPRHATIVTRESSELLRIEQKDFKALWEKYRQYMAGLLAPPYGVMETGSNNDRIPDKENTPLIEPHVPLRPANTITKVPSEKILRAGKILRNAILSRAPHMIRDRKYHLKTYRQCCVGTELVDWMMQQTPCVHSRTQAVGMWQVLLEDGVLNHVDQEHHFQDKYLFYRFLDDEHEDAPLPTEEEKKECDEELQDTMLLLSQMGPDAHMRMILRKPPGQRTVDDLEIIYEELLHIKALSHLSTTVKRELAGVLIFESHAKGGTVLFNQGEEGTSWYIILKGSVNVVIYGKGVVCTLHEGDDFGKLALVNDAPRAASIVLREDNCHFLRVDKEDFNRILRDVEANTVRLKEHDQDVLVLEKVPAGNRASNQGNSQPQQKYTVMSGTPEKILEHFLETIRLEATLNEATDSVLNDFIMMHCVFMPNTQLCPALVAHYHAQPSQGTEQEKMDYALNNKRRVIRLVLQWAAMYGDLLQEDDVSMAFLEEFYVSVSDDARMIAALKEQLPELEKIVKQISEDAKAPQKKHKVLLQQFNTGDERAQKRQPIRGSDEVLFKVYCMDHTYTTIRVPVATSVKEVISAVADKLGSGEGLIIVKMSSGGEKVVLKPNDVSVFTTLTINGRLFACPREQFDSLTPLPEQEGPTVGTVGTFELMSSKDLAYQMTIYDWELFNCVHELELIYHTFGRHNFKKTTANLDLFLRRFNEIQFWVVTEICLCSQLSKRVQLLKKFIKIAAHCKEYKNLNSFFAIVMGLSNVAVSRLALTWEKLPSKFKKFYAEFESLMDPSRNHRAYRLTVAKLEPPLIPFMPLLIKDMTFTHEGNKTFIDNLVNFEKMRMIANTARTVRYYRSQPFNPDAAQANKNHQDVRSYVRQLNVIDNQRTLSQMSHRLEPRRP
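qHTS, titration series. 100 nM EPAC2 / 250 nM Rap1B-BODIPY-GDP / 50 uM GDP; RT; ex 480/em 540 nm, 5-min reads to 30 min. Norm. to 6.5 mM cAMP = activation.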
A549 tox: Nrf2 qHTS screen for inhibitors: counterscreen for cytotoxicity; Potency, µM (doses to about 46 µM), for the others: at the highest dose activity change, negative = cytotoxicity, hits mostly inhibitors; AID 504648, 2011; A549 ARE-Fluc cells, CellTiter-Fluor viability, 18-24 h; 0.16% of 390,000 active; also: potency is read from the fitted curve at half-maximal effect; % is scaled to controls: 0 for no effect and ±100 for the full control effect
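A549 ARE_Fluc cells in 5% FBS OPTI-MEM were exposed to compounds in concentration-response for 18-24 h at 37 deg C. Viability was read by CellTiter-Fluor fluorescence (Ex 405/Em 525) after 30 min, before the luciferase read.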
Nrf2 block: Nrf2 qHTS screen for inhibitors; AID 504444, 2011; 2.1% of 360,000 active; Potency, µM (doses to about 46 µM), for the others: at the highest dose activity change, negative = inhibition, actives largely listed as inhibitors; A549 ARE-Fluc reporter, luciferase luminescence, 18-24 h; also: potency is read from the fitted curve at half-maximal effect; % is scaled to controls: 0 for no effect and ±100 for the full control effect; nearly all actives have a fitted effect of over 60% in size
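Quantitative HTS in A549 cells stably bearing an antioxidant response element-firefly luciferase construct. Inhibition of Nrf2-driven transcription was scored by luminescence after 18-24 h of compound exposure at 37 °C.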
HepG2 viability: qHTS for Inhibitors of TGF-b: Cytotox Counterscreen; Potency, µM (series often up to 46.1 µM), inactives show top-dose activity change, negative = cytotoxicity, most hits filed as cytotoxic; HepG2 CAGA-GFP viability, ATP luminescence, 18 h; AID 588856, 2011; 0.76% of 410,000 active; also: potency is read from the fitted curve at half-maximal effect; some results filed as inactive show a strong effect at the top dose
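HepG2 CAGA-GFP cells (1000/well, DMEM with 1% FBS) received compound, then TGF-beta at 500 pg/mL final, and were incubated 18 hours at 37 degrees C. Viability was read by CellTiter-Glo luminescence. Media-only wells were set as complete cell-killing and DMSO as no toxicity.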
Nrf2 ARE act: qHTS of Nrf2 Activators. AREc32 ARE-luciferase reporter (MCF7-derived line), luminescence, 24 h. Potency, µM (titrated, usually from 46.1 µM), without a hit: top-dose activation, usual class: activators. 0.31% of 410,000 active; also: potency is read from the fitted curve at half-maximal effect; % of control where 0% means no effect; nearly all actives have a fitted effect of over 65% in size
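Each well held 1000 AREc32 cells, which were incubated with compound for 24 hr at 37 deg C after overnight attachment, and ARE reporter activity was quantified by firefly luciferase luminescence.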
TGFb SMAD3 inh: qHTS for Inhibitors of TGF-b; HepG2 CAGA-GFP TGF-b/SMAD3 reporter, GFP fluorescence, 18 h; TGF-beta stimulated, 500 pg/mL final; Potency, µM (top dose mostly 46.1 µM), for the others: top-dose activity, negative = inhibition, most hits filed as inhibitors; 1.2% of 410,000 active; also: potency is read from the fitted curve at half-maximal effect; % is scaled to controls: 0 for no effect and ±100 for the full control effect; nearly all actives have a fitted effect of over 65% in size
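HEPG2 CAGA-GFP cells (1000/well, DMEM with 1% FBS) were pre-incubated 2 h at 37 degrees C, given compound by pin tool, then stimulated with TGF-beta at 500 pg/mL final for 18 h before per-cell GFP fluorescence imaging.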
S2 tox: Viability Counterscreen for Primary qHTS for Inhibitors of ATXN expression; 0.49% of 400,000 active; S2 cells (HEK-293 line with an ATXN2-luciferase reporter) viability, CellTiter-Fluor protease fluorescence, 24 h; Potency, µM (top dose mostly 56.7 µM), usual class: cytotoxic; AID 651635, 2014; also: potency is read from the fitted curve at half-maximal effect; nearly all actives have a fitted effect of over 40% in size
IL2 activator: qHTS of IL-2 Activators; IL-2 activation reporter assay, cell-based qHTS; stimulated with anti-CD3/CD4/CD28 beads; in transgenic mouse T cells; activation, % (series mostly up to about 46 µM); 0.065% of 360,000 active; AID 652025, 2013; in the data active = activation above about 50%; inconclusive = mostly about 30% to 49%; also: 0% is about no effect
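Screening format: compound pinned onto unstimulated transgenic mouse T cells, 60 min incubation, then anti-CD3/anti-CD4/anti-CD28 bead stimulation for 18 hours at 37 degrees C, followed by EGFP and DsRed detection.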
ATXN2 expr inh: Primary qHTS for Inhibitors of ATXN expression | HEK-293 ATXN2-luciferase reporter, luminescence, 24 h | Potency, µM (series often up to 57 µM), inactives show at the top dose activity change, negative = inhibition, hits mostly inhibitors | 0.72% of 360,000 active; also: potency is read from the fitted curve at half-maximal effect; % is scaled to controls: 0 for no effect and ±100 for the full control effect; nearly all actives have a fitted effect of over 55% in size
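ATXN2-luciferase reporter cells (luciferase flanked by upstream and downstream ATXN2 gene portions) were treated 24 h at 37 °C with compounds at up to 57 uM. SteadyGlo luminescence gave expression; GF-AFC fluorescence gave viability.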
The depositor's hits bear a star; i = inactive; ? = inconclusive; . = not tested or not shown; [ ] = remark or other dose. Unless noted, calls follow the shape of the dose curve; as a rule, active = well fitted curve in the direction sought with a large enough effect; inconclusive = small, poorly fitted or top-dose-only effect, or another doubt; inactive = no such curve, though single readings can be large; an effect the other way counts as inactive or inconclusive.

SMILES	EPAC2 ag	A549 tox	Nrf2 block	HepG2 viability	Nrf2 ARE act	TGFb SMAD3 inh	S2 tox	IL2 activator	ATXN2 expr inh
COc1ccc(C(=O)NCCCCNC(=O)c2ccc(OC)c(OC)c2)cc1OC	4%	-1%	-29%	1%	2.3%	15%	?	1.4	.
O=C(Cc1ncc(C(F)(F)F)cc1Cl)NCCc1ccccn1	15%	9%	2%	-16%	-0.2%	0%	i	1.6	.
Cc1ccc(CNCCCn2cnc3c(OCc4ccccc4)ncnc32)o1	3%	?	?	-30%	12%	-31%	i	0.0	-6%
Cc1cccc(-n2ncc3c2CCCC3NC(=O)CCc2ccncc2)c1C (centres undefined)	3%	-7%	5.8µM*	-3%	-0.6%	-26%	i	-2.5	-23%
CC(C)c1ccc(C=NNc2ccc([N+](=O)[O-])cn2)cc1	-1%	-21%	?	-18%	9.2%	-21%	i	-0.7	56%[activator]
CCNC(=S)NC(=NCc1cccnc1)Nc1nc(C)cc(C)n1	3%	-5%	14%	2%	2.9%	12%	i	0.2	.
CCCC(=O)C1=C(O)C(C(=O)OC)C(C)(C)CC1=NCc1ccccc1 (centres undefined)	-5%	10%	-3%	-23%	1.9%	-36%	i	-1.3	8%
CCOc1ccc2nc(N/C(N)=N/S(=O)(=O)c3ccc(C)cc3)nc(C)c2c1	5%	.	.	0%	-0.9%	-11%	i	1.0	.
O=[N+]([O-])c1ccc(-n2nnnc2CN2CCCCC2)cc1	-4%	1%	-17%	-13%	0.2%	-3%	i	2.2	6%
COCCNC(=O)C1CCN(C(=O)c2cc3sccc3n2Cc2ccc(F)cc2)CC1	0%	-15%	?	-21%	0.0%	-24%	i	-0.5	-28%
Cc1cccc(C)c1NC(=O)CN1CCN(C(=O)CNC(=O)c2ccc(N3CCCC3=O)cc2)CC1	9%	-3%	9%	0%	-1.0%	18%	i	-0.2	-17%
CC(=O)Nc1ccc(N(C(=O)CNC(=O)c2cccs2)C(C(=O)NCC2CCCO2)c2ccccc2)cc1 (centres undefined)	12%	5%	-5%	-40%	0.0%	?	i	1.1	-21%
CC(C)C[C@H](NC(=O)OC(C)(C)C)C(=O)N/N=C/c1ccc2nccnc2c1	4%	10%	-24%	-31%	-0.1%	-4%	i	0.4	-8%
CC(C)Cn1c(SCc2nnc(-c3cccs3)o2)nc(O)cc1=O	0%	-5%	3%	1%	-0.6%	0%	?	1.3	-2%
CCCCc1ccc(Nc2ncnc3c2cnn3-c2ccc(C)cc2)cc1	.	-2%	.	-9%	0.3%	3%	i	.	16%
COc1ccc(CNC(=O)Cn2c(=O)c3cccn3c3ccccc32)cc1	.	0%	12µM*	18%	-0.4%	2%	.	.	.
O=C(CSc1cn(CC(=O)N2CCOCC2)c2ccccc12)Nc1ccccc1C(F)(F)F	.	-1%	22%	-12%	-0.3%	-16%	.	.	.
Cc1cc(C)n(-c2nc(NCCN(C)C)c3c4c(sc3n2)COC(C)(C)C4)n1	11%	5%	?	-90%	5.2%	?	i	-0.9	?
COc1ccc(CCC(=O)O)cc1OC	2%	0%	2%	-15%	-0.2%	-8%	i	0.2	-2%
Cc1cc(C)c2nc3sc(=Cc4ccc(-c5ccccc5C(=O)O)o4)c(=O)n3c2c1	3%	.	.	-3%	1.1%	-6%	i	0.2	1%
Cc1ccc(NC(=O)/C=C/c2ccco2)nc1	-10%	-14%	?	-3%	6.0%	-12%	i	-2.1	34%[activator]
CCc1ccc(OCC(=O)NC2CCCCC2)c(Br)c1	16%	2%	4%	-57%	0.7%	?	i	-3.1	44%[activator]
O=C(CSc1nc2nc(-c3cccs3)cc(C(F)(F)F)c2c(=O)[nH]1)NCc1ccco1	-7%	-6%	-12%	-33%	?	?	i	3.0	1%
COCCCNC(=O)/C(C#N)=C/c1c(N2CCN(c3ccccc3)CC2)nc2ccccn2c1=O	1%	-4%	1%	-4%	2.5%	7%	.	-2.2	27%
COc1ccc(S(=O)(=O)N2CCOCC2)cc1NC(=O)CSc1nnc(N)s1	2%	3%	-8%	5%	-0.7%	?	i	-0.2	5%
C=CCNc1nc(C(=O)OCC(=O)NCc2ccccc2OC)cs1	7%	10%	22%	-17%	-0.1%	9%	i	-2.4	2%
O=C(/C=C/c1ccco1)OCC(=O)c1ccc(OC(F)F)cc1	-7%	1%	18%	-7%	?	6%	i	6.4	-15%
Cc1cccc[n+]1CC(=O)Nc1ccccc1	-3%	-2%	-23%	15%	0.4%	1%	i	0.5	-16%
CC(C)(C)c1ccc(CC(=O)N2CCC2(C)C(=O)NCc2cccc3ccccc23)cc1 (centres undefined)	1%	.	.	-106%	0.0%	?	?	-0.9	?
COc1ccccc1S(=O)(=O)NCc1ccc(C(=O)N(C)Cc2ccc(F)cc2)cc1	8%	-11%	23µM*	-20%	1.9%	-17%	i	-0.5	-24%
CCCn1c(SC(C(=O)Nc2cc(C)ccc2OC)c2ccccc2)nc2ccccc2c1=O (centres undefined)	7%	10%	-8%	11%	-0.8%[9.22 µM]	6%	i	0.6	3%
CCOc1ccc(/C=C/C(=O)N(C)CC(=O)Nc2cccc(F)c2)cc1OCC	-7%	-6%	-10%	-5%	2.3%	0%	i	-1.2	-11%
CCCC(c1nnnn1C1CCCCC1)N1CCN(C(=O)c2ccco2)CC1 (centres undefined)	6%	-7%	-4%	10%	-0.4%	-1%	i	0.1	-18%
CN1CCN(C(=O)N(c2ccccc2)c2ccccc2)CC1	16%	1%	?	-1%	0.1%	-16%	i	-0.4	-12%
CC(C)c1ccc(S(=O)(=O)c2cnc(SCC(=O)Nc3ccc(F)cc3F)nc2N)cc1	.	-21%	?	-10%	4.9%	?	i	.	-10%
O=C(CN1C(=O)C2(OCCO2)c2cc(Br)ccc21)NO	2%	?	-13%	-3%	6.7%	11%	?	4.1	-22%
CCOC(=O)C1=C2N(C)c3ccccc3N2CCC1=O	3%	-1%	.	11%	-0.4%	6%	i	-1.7	1%
N#Cc1ccc(-c2ccc(C3Nc4ccccc4C(=O)N3O)o2)cc1 (centres undefined)	-2%	-14%	?	-33%	4.8%	?	i	0.0	-9%
NS(=O)(=O)c1ccc(CNC(=O)COc2ccc3c4c(c(=O)oc3c2)CCCC4)cc1	0%	-3%	0%	2%	-1.6%	5%	i	3.1	-1%
Cc1[nH]c2ccc3ccccc3c2c(=O)c1C/C=C/Cl	2%	1%	-15%	-3%	0.5%	-7%	i	-0.7	-1%
CC1(C)C(=S)N(Cc2ccccc2)c2ccccc21	7%	1%	2%	-9%	0.4%	-10%	i	0.4	.
CCOc1ccc(C(=O)OCC(=O)Nc2ccc(SC(F)F)cc2)cc1OCC	-8%	-9%	-30%	-45%	-0.3%	-41%	i	3.3	4%
OCCOCCn1c(CCNc2nc(-c3ccc(Cl)cc3)cs2)nc2cc(Cl)c(Cl)cc21	6%	-9%	6%	-3%	6.7%	?	?	0.9	-16%
Cc1ccc(-c2nc3c(c(SCC(=O)N4CCOCC4)n2)Cc2c(CO)cnc(C)c2O3)cc1	-4%	3%	2%	4%	0.0%	13%	i	-2.6	-17%
COc1ccc(C2OC(=O)CC2C(=O)NCc2ccc(C)cc2)cc1OC (centres undefined)	9%	-4%	4%	3%	-0.6%	-8%	i	-0.1	17%
COc1ccc(OCC(=O)Nc2ccc3c(c2)nc(CN2CCN(C(C)=O)CC2)n3C)cc1	11%	-2%	-6%	8%	-0.5%	-2%	i	-0.7	18%
COc1ccccc1N1CCN(CCCCN2C(=O)C3CCCN3C2=O)CC1 (centres undefined)	6%	9%	?	-4%	-0.1%	3%	i	1.2	-10%
Cc1cccc(OCc2nnc(SCC(=O)N3CCN(c4ccccc4)CC3)o2)c1C	-2%	-7%	?	-1%	-0.7%	13%	i	1.6	-14%
CCOC(=O)C1CCN(C(=O)c2ccccc2NC(=O)C2=C(C)OCCS2)CC1	5%	7%	-10%	3%	-0.5%	1%	i	-1.7	-3%
Cc1ccc(C)c(N2CCN(c3ncccc3[N+](=O)[O-])CC2)c1	14%	-15%	?	-24%	0.1%	?	?	-0.6	?
Later entries:
SMILES	EPAC2 ag	A549 tox	Nrf2 block	HepG2 viability	Nrf2 ARE act	TGFb SMAD3 inh	S2 tox	IL2 activator	ATXN2 expr inh
O=C(CCCCn1c(=O)[nH]c2ccccc2c1=O)NCCC1=CCCCC1	-4%	-2%	-6%	-13%	0.3%	-6%	?	-1.1	1%
COc1c(S(=O)(=O)N2CCCC2)ccc(Cl)c1Cl	2%	6%	-2%	18%	0.5%	-15%	i	-0.1	-12%
Cc1ccccc1COn1nnc2ccc(S(=O)(=O)N3CCOCC3)cc21	2%	1%	-6%	-1%	-0.4%	13%	i	0.0	-15%
CCOc1ccc(NC(=S)NN(C)C(=S)Nc2ccc(OCC)cc2)cc1	-4%	-3%	?	-12%	4.5%	?	i	-0.1	-11%
Cc1ccc2nsnc2c1S(=O)(=O)N1CCCC1	4%	3%	-25%	7%	0.1%	0%	i	-0.4	3%

Part of the list above, showing only IL2 activator, Nrf2 ARE act and Nrf2 block.
Compound	IL2 activator	Nrf2 ARE act	Nrf2 block
COc1c(S(=O)(=O)N2CCCC2)ccc(Cl)c1Cl	-0.1	0.5%	-2%
Cc1ccccc1COn1nnc2ccc(S(=O)(=O)N3CCOCC3)cc21	0.0	-0.4%	-6%
CCOc1ccc(NC(=S)NN(C)C(=S)Nc2ccc(OCC)cc2)cc1	-0.1	4.5%	?
Cc1ccc2nsnc2c1S(=O)(=O)N1CCCC1	-0.4	0.1%	-25%

Screens (PubChem)
